Bioassay records as filed in PubChem BioAssay.
Rin1 Abl inh: human Rin1-Abl interaction inhibition; P00519+Q13671; TR-FRET Rin1/Abl binding, biochemical; inhibition, % at 7.35 µM; actives 0.4% (n = 360,000); AID 588664; in the data active = inhibition above about 5%, passing the limit was not always enough
MsrA inhibitor: inhibits bovine methionine sulfoxide reductase A; purified bovine MsrA, absorbance read-out; inhibition, % at 15.5 µM; actives 0.75% (n = 360,000); in the data active = inhibition above about 4.5%;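 also: 0% = vehicle wells with enzyme and 100% = reference inhibitor wells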
CSN inh: blocks human CSN-mediated cullin deneddylation | Purified CSN, SCF-Nedd8-OG deneddylation, fluorescence polarization | Q92905 | inhibition, % at 12.5 µM | actives 0.38% (n = 360,000);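 active = pattern-corrected inhibition above about 35%, with an unprinted fluorescence ratio check between 0.5 and 1.5, limit read from the data, passing the limit was not always enough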;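 also: 0% = enzyme with substrate and 100% = substrate without enzyme; some results filed as inactive read as strong as hits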
Target sequence (Q92905 whole entry, looked up, one chain of several): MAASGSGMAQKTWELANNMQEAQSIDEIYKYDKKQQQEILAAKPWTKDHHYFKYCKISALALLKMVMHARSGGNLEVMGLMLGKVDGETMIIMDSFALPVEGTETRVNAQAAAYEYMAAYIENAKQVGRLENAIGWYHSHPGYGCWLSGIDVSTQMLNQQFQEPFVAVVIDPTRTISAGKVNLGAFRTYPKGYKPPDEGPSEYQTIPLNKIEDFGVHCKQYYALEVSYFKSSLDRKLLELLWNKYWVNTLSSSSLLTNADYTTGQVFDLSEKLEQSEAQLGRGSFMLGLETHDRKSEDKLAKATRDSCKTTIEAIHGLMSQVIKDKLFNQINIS
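Test system: purified human Csn5 enzyme expressed in HEK293T cells. Amount: 0.24 nM enzyme. Reagent: SCFSkp2-Nedd8OG substrate at 10 nM final. Schedule: 90 min incubation of compound, enzyme and substrate at room temperature. Detection: fluorescence polarization. Read-out: % inhibition of substrate cleavage by Csn5.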
PABP1 MLLE inh: blocks PAM2 peptide binding to the PABP1 MLLE domain. AID 588489. actives 0.36% (n = 360,000). inhibition, % at 20 µM. GST-MLLE / FITC-PAM2 fluorescence polarization; in the data active = inhibition above about 35%, passing the limit was not always enough;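 also: plate controls were DMSO wells with GST-MLLE for no effect and wells lacking GST-MLLE protein for full effect; some results filed as inactive read as strong as hits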
FAS TE block: FAS thioesterase (human) inhibition. P49327. actives 0.67% (n = 360,000). inhibition, % at 15 µM. recombinant FAS-TE, OMFH fluorogenic substrate, fluorescence endpoint;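 active = compounds whose normalised, plate-corrected inhibition of enzyme fluorescence in the single-dose primary screen is 50% or more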;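 also: 0% = DMSO with enzyme and 100% = substrate without enzyme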
Neddyl block: blocks human cullin neddylation; actives 0.58% (n = 360,000); AID 651699; TR-FRET cullin neddylation, biochemical; calls only at 25 µM; in the data active = inhibition above about 36%
MsrA act: activators of bovine methionine sulfoxide reductase A; AID 602163; actives 0.3% (n = 360,000); purified bovine MsrA, absorbance read-out; activation, % at 10.6 µM; in the data active = activation above about 7.5%;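 also: 0% = vehicle and 100% = reference activator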
Tb MetRS inh: blocks T. brucei methionyl-tRNA synthetase activity. purified T. brucei MetRS, ATP depletion, Kinase-Glo luminescence. inhibition, % at 11.9 µM. actives 0.4% (n = 360,000). AID 624268;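 active = inhibition above a per-plate cutoff of the control wells' mean inhibition plus 3 SD, cut at about 5.5% in these data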;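 also: 0% = DMSO wells median and 100% = median of wells with control inhibitor compound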
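technique = Kinase-Glo luminescence, ATP depletion format | system = purified MetRS (methionyl-tRNA synthetase) enzyme from Trypanosoma brucei | timing = 15 min preincubation, 2 h reaction, all 25 °C | evaluation = percent inhibition versus plate control medians | dosing = single dose, 11.9 µM final nominal, 0.9% final DMSO | also added = substrates ATP, L-methionine and bulk Escherichia coli tRNA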
E coli Lon inh: inhibits E. coli Lon protease; AID 602123; actives 0.42% (n = 360,000); purified E. coli Lon protease, fluorescence polarization; inhibition, % at 7.94 µM; P0A9M0; in the data active = inhibition above about 13%, passing the limit was not always enough;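 also: 0% = enzyme with probe and DMSO and 100% = no enzyme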
Target sequence (P0A9M0 whole entry, looked up): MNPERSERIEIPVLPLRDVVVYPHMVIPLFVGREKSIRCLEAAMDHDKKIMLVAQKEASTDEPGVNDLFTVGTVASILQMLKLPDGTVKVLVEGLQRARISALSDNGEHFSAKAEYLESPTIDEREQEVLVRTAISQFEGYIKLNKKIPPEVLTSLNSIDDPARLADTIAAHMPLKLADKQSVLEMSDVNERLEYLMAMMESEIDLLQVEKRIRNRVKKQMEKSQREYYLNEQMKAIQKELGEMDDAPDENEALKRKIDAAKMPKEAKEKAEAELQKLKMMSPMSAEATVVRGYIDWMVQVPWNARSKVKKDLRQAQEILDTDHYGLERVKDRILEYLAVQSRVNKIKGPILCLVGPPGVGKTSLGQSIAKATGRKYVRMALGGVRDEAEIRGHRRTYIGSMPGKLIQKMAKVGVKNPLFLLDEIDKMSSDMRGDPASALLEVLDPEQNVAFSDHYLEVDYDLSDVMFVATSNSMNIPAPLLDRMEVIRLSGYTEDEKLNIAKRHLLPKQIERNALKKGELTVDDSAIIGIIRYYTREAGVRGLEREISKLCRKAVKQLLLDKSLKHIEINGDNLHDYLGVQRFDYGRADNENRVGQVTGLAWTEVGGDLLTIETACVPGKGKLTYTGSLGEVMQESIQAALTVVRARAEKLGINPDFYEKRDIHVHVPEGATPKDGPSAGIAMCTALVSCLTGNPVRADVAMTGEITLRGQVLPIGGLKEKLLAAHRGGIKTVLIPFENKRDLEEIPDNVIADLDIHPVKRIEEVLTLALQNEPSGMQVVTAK
Numbers without * were called inactive; i = inactive; nt = not tested or not shown; + = active, no number.

SMILES	Rin1 Abl inh	MsrA inhibitor	CSN inh	PABP1 MLLE inh	FAS TE block	Neddyl block	MsrA act	Tb MetRS inh	E coli Lon inh
O=C(NC1CCCCC1)c1cccc(Cn2cc(Cl)cn2)c1	3	0.0	6	-9	-3	i	-2	-0.8	-4
CC1(C)CC(=O)C=C(NCCc2c[nH]c3ccccc23)C1	2	-0.3	-4	7	-5	i	-2	0.2	19
O=C(NC1CCCCC1)C1CCCN1C(=O)Nc1ccccc1 (stereo not drawn)	0	-0.7	-1	16	-3	i	-2	0.4	1
COC(CNC(=O)c1c[nH]c2ccc(S(=O)(=O)N3CCOCC3)cc2c1=O)OC	-1	0.8	-1	10	-6	i	-7	-0.4	0
Cc1ccc(-c2nc3c4ccccc4ccn3c2Cc2cccc(Cl)c2)cc1	nt	-0.7	1	nt	20	i	-1	-0.1	-11
O=C(C1CC1)N1N=C2CCCCC2C1(O)C(F)(F)F (stereo not drawn)	7	-1.1	0	23	3	i	-13	-1.5	4
O=C1CCC(c2ccccc2)N1C(=O)c1cccnc1 (stereo not drawn)	3	0.8	5	4	-8	i	-1	-0.7	-7
O=C1c2ccccc2C(=O)c2c1cccc2N(CCO)CCO	-19	0.4	-8	41*	-5	i	-1	-0.9	27*
CN(C)c1cc[n+](CC[n+]2ccc(N(C)C)cc2)cc1	-1	1.0	2	7	-12	i	-6	-0.2	14
Nc1cccnc1Sc1ccc(Cl)cc1	-5	-0.3	-1	-3	-8	i	-6	-1.0	10
COc1cc(S(=O)(=O)n2nc(C)cc2C)ccc1Cl	1	-0.8	1	-5	4	i	-2	-0.3	-1
COC(=O)c1ccc(COc2ncnc3sccc23)cc1	2	0.0	-5	-9	-1	i	-5	-0.3	1
O=C(c1cccc(F)c1)N1CCCC(C(=O)N2CCCCC2)C1 (stereo not drawn)	-2	-0.5	-3	5	-7	i	0	-0.2	-7
COc1ccc(C(N)c2csc(Nc3ncccn3)n2)cc1 (stereo not drawn)	-2	0.1	-6	-4	-5	i	0	-0.4	4
CCc1ccc2c(c1)NC(=O)C2(C)Cc1ccc(Cl)s1 (stereo not drawn)	-3	0.2	-3	13	20	i	1	0.4	1
Nc1nc2ncccn2c1-c1ccc(F)cc1	nt	1.0	-3	nt	nt	i	nt	-0.9	nt
COc1cccc(NC(=O)Nc2cc(C(=O)NCC3CCCO3)ccc2N2CC3CC(C2)c2cccc(=O)n2C3)c1 (stereo not drawn)	-2	0.3	-5	4	-5	i	-1	-0.3	0
COc1ccccc1N1CCN(CCC(=O)Nc2ccc(F)cc2)CC1	3	-0.8	2	-4	-6	i	-4	-0.7	-5
CCOc1ccc(OCC)c(NC(=O)CN(C)S(=O)(=O)c2cccc3nsnc23)c1	2	-0.3	4	-11	19	i	-1	0.3	-1
COc1ccc(NC(=O)C2=CC(c3cccs3)=NS(=O)(=O)N2C)cc1	-5	3.1	1	-5	15	i	-3	0.5	2
Cc1ccc2nc(C3CCN(CC(=O)N4CCCCCC4)CC3)[nH]c2c1	0	0.5	1	-1	-8	i	0	0.1	-11
CCOc1ccccc1N=NC1C(=O)N(C(N)=S)N=C1C (stereo not drawn)	1	-0.2	-1	28	-21	i	0	0.0	0
Cc1ccc(Oc2cc([N+](=O)[O-])cc3c2C(=O)Nc2ccccc2O3)cc1	-2	-0.2	34	-16	-8	i	-6	-0.7	-86
CC(/C=N/NC(=O)c1ccccc1F)=C\c1ccccc1	2	1.8	3	-2	1	i	-3	-0.5	-3
COc1ccc(CN2CCN(S(=O)(=O)c3ccc(NC(C)=O)cc3)CC2)c(OC)c1OC	2	0.0	-3	-2	3	i	-1	-0.2	9
O=C(CN1C(=O)NC2(CCCC2)C1=O)N1CCN(c2ccccc2Cl)CC1	2	-0.3	1	-12	-5	i	0	-0.2	-2
CCc1nc2ccc(C(=O)NCCN3CCOCC3)cn2c1N(CC)CCOC	5	0.8	2	-12	-9	i	-2	-0.2	1
Cc1cc(OCC(O)CNC(C)(C)C)ccc1Cl (stereo not drawn)	0	0.2	-7	4	-4	i	-2	0.6	-3
O=C(Nc1ccnn1C1CCN(Cc2ccccc2)CC1)c1ccccc1Cl	4	-1.3	2	-7	4	i	-9	-1.3	5
CC(=O)c1cccc(NC(=S)NCCC2=CCCCC2)c1	-2	-0.2	0	-15	10	i	0	0.2	3
O=C1OC(c2ccc(O)cc2)(c2ccccc2O)c2ccccc21 (stereo not drawn)	2	-0.5	-2	-9	-12	i	-11	-0.3	-2
Cn1c(CC(=O)Nc2ccc(F)cc2)nnc1SCC(=O)NC1CCCCC1	2	1.3	6	13	-7	i	-2	2.0	-5
NC(=O)c1ccc(-c2csnn2)cc1	2	1.4	-1	-6	-8	i	1	-0.5	1
CCCSc1nc(=O)n2cccc(C)c2n1	-1	3.4	-2	-6	-1	i	1	-0.4	-3
CC(=O)c1ccc(N2CCN(C(=O)c3cc(-c4ccc5c(c4)OCO5)nc4ccccc34)CC2)cc1	-1	4.2	2	5	16	i	-4	-1.1	-8
O=C(CN1CCc2cc3c(cc2C1)OCCCO3)Nc1ccc(F)cc1	0	-0.2	-1	1	-2	i	-1	0.5	9

One compound at a time, from the list above:
CC(=O)c1cccc(NC(=S)NCCC2=CCCCC2)c1 reads Rin1 Abl inh: -2; MsrA inhibitor: -0.2; CSN inh: 0; PABP1 MLLE inh: -15; FAS TE block: 10; Neddyl block: i; MsrA act: 0; Tb MetRS inh: 0.2; E coli Lon inh: 3
COc1ccc(CN2CCN(S(=O)(=O)c3ccc(NC(C)=O)cc3)CC2)c(OC)c1OC reads Rin1 Abl inh: 2; MsrA inhibitor: 0.0; CSN inh: -3; PABP1 MLLE inh: -2; FAS TE block: 3; Neddyl block: i; MsrA act: -1; Tb MetRS inh: -0.2; E coli Lon inh: 9

Remaining list, next part
SMILES	Rin1 Abl inh	MsrA inhibitor	CSN inh	PABP1 MLLE inh	FAS TE block	Neddyl block	MsrA act	Tb MetRS inh	E coli Lon inh
CN(C)c1ccc(C(=O)NNC(=O)C23CC4CC(CC(C4)C2)C3)cc1	1	0.6	-7	-12	-4	i	-3	-0.2	-5
COC(=O)c1ccccc1NC(=O)CN(c1ccc(OC)cc1)S(C)(=O)=O	1	0.7	-2	3	0	i	-3	0.0	4
Cc1ccc(-c2nc(CS(=O)(=O)CC(=O)N3CCCCCC3)c(C)o2)cc1	3	-0.9	4	-7	4	i	-8	-1.5	-8
CC/C=C/C(=O)N1CC2(CC(c3cccc(NC(=O)CC)c3)=NO2)C[C@H]1C(N)=O (stereo partly drawn)	2	-0.2	0	4	-12	i	-9	-0.6	-3
COc1cc(/C=C2\CC(C(C)(C)C)C/C(=C\c3cc(OC)c(OC)c(OC)c3)C2=O)cc(OC)c1OC (stereo not drawn)	1	0.9	0	9	31	i	1	-1.2	-12
O=C1c2ccccc2C(=O)N1CCn1c(=O)oc2ccccc21	2	0.3	11	-3	-8	i	-4	-0.9	-12
CCN1C/C(=C/c2sccc2C)c2nc3ccccc3c(C(=O)O)c2C1	0	1.3	8	17	-3	i	-7	-0.6	-1
CC1(C)CC(=O)C=C(NNC(=O)c2ccccc2O)C1	1	3.0	8	-25	-1	i	-5	-1.3	-5
CCCCc1cc(=O)oc2c(CN(C)C)c(O)c(Cl)cc12	-5	5.0*	2	8	-9	nt	-5	-0.4	-1
CCOc1ncccc1C(=O)NCc1ccc(C)cc1	-2	-0.8	-11	0	-6	i	-4	0.0	-5
O=C(CCN1CCCCCC1)Nc1cccc(F)c1	-1	-0.2	-4	6	-2	i	-7	-1.5	-6
N=c1oc2cc(O)ccc2cc1C(=O)Nc1ccc(Br)cc1	4	-1.6	8	3	3	nt	-5	-0.5	-22
COc1cccc(-c2cnc3c(NC(C)=O)cc(-c4cccc(NC(C)=O)c4)cn23)c1	-3	-0.8	4	-5	4	i	-1	-0.2	-16
CC(C)CCNC(=O)CC1C(=O)N(Cc2ccccc2)C(C)c2nc3ccccc3n21 (stereo not drawn)	-2	-0.5	1	1	-4	i	-2	-0.2	-7
CSc1ccccc1C(=O)N1CCc2ccc(NC(=O)c3ccccn3)cc2C1	1	0.3	2	-10	-4	i	-4	-0.7	1
O=C(NNC(=S)NC1CC2CCC1C2)c1ccc(Cl)cc1 (stereo not drawn)	1	1.7	-2	6	4	+	-3	0.8	9
CC(C)n1cnc2c(Nc3cccc(Cl)c3)nc(NCCCO)nc21	1	0.8	-1	-17	1	i	0	0.4	-5
O=C(CN1CCSCC1)N/N=C/c1ccc(F)cc1	1	nt	7	9	-6	i	-2	-0.4	4
COc1cccc(-c2cccc(NC(=O)C3CCN(Cc4nccs4)CC3)c2)c1	4	0.5	6	-6	-5	i	-4	-0.4	-8
O=C(C1COc2ccccc2O1)N1CCN(c2ccccc2F)CC1 (stereo not drawn)	-4	0.9	4	4	8	i	-1	-0.8	-3
CCOc1ccc(-c2c(C(=O)N/N=C/c3ccoc3)nnn2-c2nonc2N)cc1	1	1.1	2	3	-8	i	-8	-1.1	3
O=C(NCc1ccco1)c1cc(C(=O)C2CC2)c[nH]1	-1	-0.5	5	8	-7	i	-2	-0.3	-6
O=C(Cc1c(O)c2ccccc2oc1=O)c1ccc(C(F)(F)F)cc1	1	1.7	-5	22	-5	i	-4	-1.1	0
CC(=O)Nc1ccc(SC[C@H](Cc2ccccc2)N2CC[C@@H](C(C)(C)C)CCC2=O)cc1	0	0.7	-2	42*	23	i	-4	-0.3	-1

The last 4 records of the section before open the next one.
SMILES	Rin1 Abl inh	MsrA inhibitor	CSN inh	PABP1 MLLE inh	FAS TE block	Neddyl block	MsrA act	Tb MetRS inh	E coli Lon inh
CCOc1ccc(-c2c(C(=O)N/N=C/c3ccoc3)nnn2-c2nonc2N)cc1	1	1.1	2	3	-8	i	-8	-1.1	3
O=C(NCc1ccco1)c1cc(C(=O)C2CC2)c[nH]1	-1	-0.5	5	8	-7	i	-2	-0.3	-6
O=C(Cc1c(O)c2ccccc2oc1=O)c1ccc(C(F)(F)F)cc1	1	1.7	-5	22	-5	i	-4	-1.1	0
CC(=O)Nc1ccc(SC[C@H](Cc2ccccc2)N2CC[C@@H](C(C)(C)C)CCC2=O)cc1	0	0.7	-2	42*	23	i	-4	-0.3	-1
COc1cccc(CC2(CO)CCN(C(=O)NCCc3ccccc3)CC2)c1	-5	-0.6	-10	-4	-2	i	0	0.1	-11
Cc1cc(NS(=O)(=O)c2ccccc2)cc(Cl)c1O	3	-0.5	-3	-1	-8	i	-11	-1.3	7
CCn1c(Cc2ccccc2)nnc1SCC(=O)NC1CCCC1	-3	-1.2	2	11	-5	i	-7	-0.6	-8
O=C(CN1CCN(c2ccccn2)CC1)Nc1ccc(F)cc1	0	-1.0	-2	7	-5	i	4	0.2	5
COC(=O)C(Cc1ccccc1)NS(=O)(=O)c1ccccc1Br (stereo not drawn)	3	0.7	6	6	-4	i	-2	-0.1	-2
CCOC(=O)C1=C2SCC(=O)N2C(N)=C(C#N)C1	2	1.5	7	1	-13	i	-3	-0.8	-10
C=C(C)CSc1cc(C)nc2c(-c3ccccc3)c(C)nn12	1	-0.5	8	-142	26	i	2	0.5	3
Cc1c2cn[nH]c(=O)c2c(C)n1-c1ccccc1	0	0.8	-3	-1	-3	i	2	-0.1	-2
CC1=C(C(=O)Nc2ccccc2C(F)(F)F)C(c2ccc(C)s2)NC(=S)N1 (stereo not drawn)	1	0.1	-3	-113	-8	i	-11	-0.8	-2
COc1ccc2cc(CN(CCCN3CCOCC3)Cc3nnnn3C3CCCCC3)c(=O)[nH]c2c1	0	1.9	-2	11	-5	i	-1	0.0	-3

Rows were taken by chance; about 4% have a hit in one of these screens.
